# G9a inh: inhibitors of human histone lysine methyltransferase G9a | Potency, µM (doses to about 102 µM), inactives show top-dose activity, negative = inhibition, hits mostly inhibitors | G9a H3K9 monomethylation, AlphaScreen, 2 h | AID 504332 | hit rate 8.8% among 350,000; also: potency is read from the fitted curve at half-maximal effect; % is scaled to controls: 0 for no effect and ±100 for the full control effect; nearly all actives have a fitted effect of over 75% in size
# Target sequence (Q96KQ7 913-1193 limits assumed): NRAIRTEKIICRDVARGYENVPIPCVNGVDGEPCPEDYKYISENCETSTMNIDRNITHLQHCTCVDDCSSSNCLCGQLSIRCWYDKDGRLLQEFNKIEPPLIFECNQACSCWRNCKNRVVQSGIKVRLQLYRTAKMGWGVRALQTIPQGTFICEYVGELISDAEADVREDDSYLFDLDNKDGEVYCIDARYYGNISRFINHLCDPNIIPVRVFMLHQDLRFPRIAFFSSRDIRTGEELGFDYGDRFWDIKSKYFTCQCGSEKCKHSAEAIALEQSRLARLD
#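 Chemiluminescent proximity detection of H3K9 monomethylation, read after 10 min bead incubation in the dark. Reaction: 20 nM G9a, 500 nM biotin-H3K9 peptide, 20 uM SAM cofactor, 2 h, room temperature, following 15 min enzyme-compound preincubation.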
# Pol eta inh: DNA polymerase eta (human) inhibition | recombinant Pol eta, fluorescent DNA replication assay | Potency, µM (top dose mostly 114 µM), inactives show at the highest dose activity change, negative = inhibition, hits mostly inhibitors | hit rate 1.2% among 390,000; also: potency is read from the fitted curve at half-maximal effect; % is scaled to controls: 0 for no effect and ±100 for the full control effect
#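 Pol eta (10 nM) was preincubated with compounds for 15 min at room temperature, after which fluorescent replication substrate (50 nM final) was added to start the reaction. Fluorescence was read kinetically at 0 and 10 min.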
# JMJD2A Tudor: JMJD2A Tudor domain (human) inhibition | O75164 | AID 504339 | AlphaScreen JMJD2A-Tudor / H3K4me3 peptide binding | Potency, µM (top dose mostly 114 µM), for inactives: top-dose activity change, negative = inhibition, actives largely listed as inhibitors | hit rate 4.4% among 390,000; also: potency is read from the fitted curve at half-maximal effect; % is scaled to controls: 0 for no effect and ±100 for the full control effect; nearly all actives have a fitted effect of over 50% in size
# BAZ2B block: blocks human BAZ2B. Q9UIF8. AlphaScreen BAZ2B-H3K14Ac peptide displacement. Potency, µM (top dose mostly 114 µM), inactives show at the top dose activity change, negative = inhibition, actives largely listed as inhibitors. hit rate 4.4% among 360,000. AID 504333; also: potency is read from the fitted curve at half-maximal effect; % is scaled to controls: 0 for no effect and ±100 for the full control effect; nearly all actives have a fitted effect of over 60% in size
#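 AlphaScreen luminescence quantifies BAZ2B engagement of H3K14Ac peptide; the protein and biotinylated peptide are both at 50 nM final, buffer PBS pH 7.4 with 0.01% Tween-20, all steps at room temperature.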
# HP1b binding inh: inhibitors of HP1-beta chromodomain binding to methylated histone tails | AlphaScreen HP1-beta / biotin-H3K9me3 peptide binding | AID 540317 | Potency, µM (top dose mostly 114 µM), without a hit: at the top dose activity change, negative = inhibition, usual class: inhibitors | hit rate 0.56% among 390,000 | P83916; also: potency is read from the fitted curve at half-maximal effect; nearly all actives have a fitted effect of over 70% in size; inactives centre near 23
#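 Compound inhibition of the preformed complex between 50 nM HP1-beta and 50 nM biotinylated H3K9me3 peptide was read by AlphaScreen. Buffer was PBS pH 7.4 with 0.01% Tween-20. Incubations ran 30 min at room temperature, with 10 ug/mL donor/acceptor beads.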
# Pin1 inh: blocks the human prolyl isomerase Pin1; Potency, µM (highest dose often 115 µM), inactives show top-dose activity, negative = inhibition, hits mostly inhibitors; AID 504891; Q13526; Pin1 FP peptide displacement, HiFluor488, 10 min; hit rate 0.009% among 390,000; active = well fitted inhibition curve with a large enough effect in the polarisation, with a control signal flat, not every such curve was filed as active; inconclusive = small, poorly fitted or top-dose-only effect, or effect the other way, or a change in a side signal; inactive = no such curve, though single readings can be large or run the other way; the % refers to the polarisation; also: potency is read from the fitted curve at half-maximal effect; % is scaled to controls: 0 for no effect and ±100 for the full control effect
# GLS inh: blocks human kidney-isoform glutaminase activity. O94925. GLS enzymatic activity, qHTS titration. Potency, µM (highest dose often 45.5 µM), without a hit: at the highest dose activity change, negative = inhibition, most hits filed as inhibitors. hit rate 0.21% among 410,000; also: potency is read from the fitted curve at half-maximal effect; % is scaled to controls: 0 for no effect and ±100 for the full control effect
#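 hKGA in 45 mM KH2PO4 pH 8.2, 0.02% Tween-20 with pin-transferred compounds; 1 mM L-glutamine (stock) plus glutamate oxidase/HRP/Amplex Red coupling added. Fluorescence read initially and after 30 min at RT.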
# PI4K2A inh: PI4K2A (human) kinase inhibition | Q9BTU6 | purified PI4K2A, ADP-Glo luminescence, 1 h; hits give low values | activity change, negative = inhibition, % at 76.9 µM | hit rate 0.13% among 420,000 | AID 1346378; in the data active = activity change below about -50%; inconclusive = mostly about -30% to -49%;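 also: -100% = wells without enzyme as full effect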
# Target sequence (Q9BTU6 whole entry, looked up): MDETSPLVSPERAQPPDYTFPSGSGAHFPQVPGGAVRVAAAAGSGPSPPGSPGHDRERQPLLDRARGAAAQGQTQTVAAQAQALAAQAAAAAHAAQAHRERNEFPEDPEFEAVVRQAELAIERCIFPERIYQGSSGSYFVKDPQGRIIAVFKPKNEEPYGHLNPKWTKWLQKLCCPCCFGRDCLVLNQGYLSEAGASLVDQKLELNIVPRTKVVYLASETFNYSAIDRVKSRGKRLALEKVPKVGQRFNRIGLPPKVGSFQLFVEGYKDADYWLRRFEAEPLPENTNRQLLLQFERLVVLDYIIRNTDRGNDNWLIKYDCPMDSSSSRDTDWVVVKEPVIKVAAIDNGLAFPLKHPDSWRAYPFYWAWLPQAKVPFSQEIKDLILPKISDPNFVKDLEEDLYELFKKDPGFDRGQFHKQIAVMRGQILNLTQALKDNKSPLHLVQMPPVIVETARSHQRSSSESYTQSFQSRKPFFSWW
#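 In this quantitative HTS, ADP production by PI4K2A was quantified luminescently after 1 h at ambient temperature; 100 microM adenosine served as plate-quality control.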
# Tb PGK inh: T. brucei PGK inhibition | PGK/GAPDH coupled, Kinase-Glo luminescence, 60 min | P07378 | hit rate 0.043% among 380,000 | AID 602233 | Potency, µM (titrated, usually from 57.5 µM), inactives show at the top dose activity change, negative = inhibition, actives largely listed as inhibitors; also: potency is read from the fitted curve at half-maximal effect; % is scaled to controls: 0 for no effect and ±100 for the full control effect; nearly all actives have a fitted effect of over 60% in size
#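 Recombinant glycosomal PGK reaction used 1,3-bisphosphoglycerate generated in-well by GAPDH (100nM final) in 100mM TEA pH 7.6, 5mM MgCl2, 0.01% Tween-20. After 60 minutes at room temperature, ATP was read by Kinase-Glo Plus luminescence end-point.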
# An asterisk follows results filed as active; i = inactive; ? = inconclusive; . = no result given; [ ] = dose if it differs, or a comment. Unless noted, calls follow the shape of the dose curve; as a rule, active = well fitted curve in the direction sought with a large enough effect; inconclusive = small, poorly fitted or top-dose-only effect, or another doubt; inactive = no such curve, though single readings can be large; an effect the other way counts as inactive or inconclusive. Some of the compounds tested; rates above refer to the full screens.
compound	JMJD2A Tudor	Pin1 inh	GLS inh	Tb PGK inh	G9a inh	Pol eta inh	PI4K2A inh	BAZ2B block	HP1b binding inh
COc1ccc(CN2CCN(CCc3ccccc3)C(CCO)C2)c(Cl)c1OC (centres undefined)	-8%	2%	4%	2%	37%	-16%	-1	-23%	35%
Cc1cn([C@H]2C[C@H](O)[C@@H](CNC(=O)[C@H](N)Cc3cscn3)O2)c(=O)[nH]c1=O	.	.	-2%	-9%	.	-19%	-6	.	.
O=C(CSc1nc2ccccc2c2nc(-c3ccccc3)nn12)Nc1ccc(F)cc1	-22%	1%	1%	-7%	9%[59 µM]	-8%	0	-5%	42%[activator]
CCS(=O)(=O)N1CCCC(c2nc(-c3cccc(OC)c3)no2)C1 (centres undefined)	-8%	12%	-12%	-8%	-17%	-8%	3	4%	14%
COc1ccc(-c2nc(SCC(=O)Nc3cc(C)on3)n[nH]2)cc1	-11%	1%	0%	4%	?	?	0	-31%	22%
Cc1ccc(S(=O)(=O)N2CCC3(CC2)OCCO3)cc1	-10%	-8%	2%	-9%	-6%	11%	-3	1%	30%
CCOc1ccc2c(C)nc(NC3=NC(C)(C)C=C(C)N3)nc2c1	-30%	2%	0%	-8%	1%[59 µM]	5%	5	-7%	-5%
Cc1ccccc1-c1ccc(Nc2ccc(N3CCOCC3)cc2)nn1	?	10%	35%[activator]	-8%	?	-11%	-3	-36%	-10%
Cn1c(SCc2ccccc2Cl)nc2c([nH]c3ccccc32)c1=O	-11%	-9%	-11%	-8%	1%[59 µM]	-5%	-4	3%	11%[57 µM]
Cc1ccc(C2CC(=O)Nc3sc(C(N)=O)c(N)c32)cc1 (centres undefined)	-12%	-3%	-1%	-10%	-35%[59 µM]	-5%	4	-32%	23%
CCc1ccc(-c2nnn(Cc3nc4ccccc4s3)n2)cc1	101%[activator]	0%	-19%	0%	148%[activator]	-6%	2	94%[activator]	137%
Cc1cc(C)c(/C=C(\C#N)C(N)=S)c(C)c1	-32%	?	10%	7%	45µM*	-27%	-1	1%	1%
C/C(=N\N=C1\NC(=O)C(CC(=O)Nc2ccccc2F)S1)C1CCCCC1 (centres undefined)	-14%	-6%	8%	5%	-9%	-20%	5	-13%	37%
COCCn1c(N)c(N(Cc2ccccc2)C(=O)Cc2c(Cl)cccc2Cl)c(=O)[nH]c1=O	-12%	-2%	2%	i	12%	-8%	4	-5%	25%
O=C(CCNC(=O)c1ccc([N+](=O)[O-])cc1)Nc1nccs1	-1%	1%	-8%	-4%	50µM*	-9%	1	-17%	45%[activator]
COc1ccc(C(=O)NCCNc2ccc([N+](=O)[O-])cn2)cc1	-2%	-10%	-5%	i	-8%	-9%	-5	1%	34%
COC(=O)c1[nH]c2cc(OC)ccc2c1NC(=O)CN1CCC(C(N)=O)CC1	-1%	-1%	35%[activator]	1%	-43%[12.7 µM]	-15%	-2	-1%	43%[activator]
COc1ccc2c(CNCc3cccs3)c(C(=O)O)n(Cc3ccccc3C)c2c1	-22%	?	-6%	i	-19%[59 µM]	-16%	6	-15%	30%
O=C(Nc1nncs1)c1cccc(S(=O)(=O)N2CCc3ccccc32)c1	?	0%	?	15%	-38%	1%	-1	-3%	?
CCc1nn(C)c2c(=O)c(=O)c2n(C)[nH]1	-6%	?	-2%	-3%	3%	-2%	-2	-16%	25%
Cc1cc(C(=O)O)ccc1-c1ccc(/C=C2\NC(=O)N(Cc3ccccc3Cl)C2=O)o1	45µM*	.	-12%	?	25µM*	4.5µM*	-6	45µM*	?
c1ccc(COc2ccccc2CNC2CCCC2)cc1	-18%	6%	35%[activator]	-7%	-16%	-3%	4	-10%	19%
Cc1n[nH]c(C)c1S(=O)(=O)N1CCCC(C(=O)N2CCN(c3ccc(Cl)cc3)CC2)C1 (centres undefined)	-30%	?	14%	-6%	?	-14%	-1	?	7%

# Sorted by number of heavy atoms (smallest number first): some entries from above
compound	JMJD2A Tudor	Pin1 inh	GLS inh	Tb PGK inh	G9a inh	Pol eta inh	PI4K2A inh	BAZ2B block	HP1b binding inh
Cc1ccc(S(=O)(=O)N2CCC3(CC2)OCCO3)cc1	-10%	-8%	2%	-9%	-6%	11%	-3	1%	30%
c1ccc(COc2ccccc2CNC2CCCC2)cc1	-18%	6%	35%[activator]	-7%	-16%	-3%	4	-10%	19%
CCc1ccc(-c2nnn(Cc3nc4ccccc4s3)n2)cc1	101%[activator]	0%	-19%	0%	148%[activator]	-6%	2	94%[activator]	137%
Cn1c(SCc2ccccc2Cl)nc2c([nH]c3ccccc32)c1=O	-11%	-9%	-11%	-8%	1%[59 µM]	-5%	-4	3%	11%[57 µM]
COc1ccc(CN2CCN(CCc3ccccc3)C(CCO)C2)c(Cl)c1OC (centres undefined)	-8%	2%	4%	2%	37%	-16%	-1	-23%	35%
COc1ccc2c(CNCc3cccs3)c(C(=O)O)n(Cc3ccccc3C)c2c1	-22%	?	-6%	i	-19%[59 µM]	-16%	6	-15%	30%
Cc1cc(C(=O)O)ccc1-c1ccc(/C=C2\NC(=O)N(Cc3ccccc3Cl)C2=O)o1	45µM*	.	-12%	?	25µM*	4.5µM*	-6	45µM*	?

# Compound profiles, from the list above. Screens in order: JMJD2A Tudor | Pin1 inh | GLS inh | Tb PGK inh | G9a inh | Pol eta inh | PI4K2A inh | BAZ2B block | HP1b binding inh
# COc1ccc(-c2nc(SCC(=O)Nc3cc(C)on3)n[nH]2)cc1 across the screens: -11% | 1% | 0% | 4% | ? | ? | 0 | -31% | 22%
# COc1ccc(C(=O)NCCNc2ccc([N+](=O)[O-])cn2)cc1 across the screens: -2% | -10% | -5% | i | -8% | -9% | -5 | 1% | 34%

# Some values from above.
# Pol eta inh, `Cc1cn([C@H]2C[C@H](O)[C@@H](CNC(=O)[C@H](N)Cc3cscn3)O2)c(=O)[nH]c1=O` : -19%
# BAZ2B block, `O=C(CSc1nc2ccccc2c2nc(-c3ccccc3)nn12)Nc1ccc(F)cc1` : -5%
